Screening data from PubChem.
EBI2 block: antagonists of human EBI2 receptor; P32249; EBI2 beta-arrestin recruitment, luminescence, 7a,25-OHC stimulated; inhibition, % at 5 µM; hit rate 0.81% among 360,000; AID 651636; in the data active = inhibition above about 38%;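 note: enzyme fragment complementation signal reports receptor beta-arrestin coupling in cells; 0% = agonist plus DMSO wells and 100% = wells without agonist; some results beyond the cut were filed as inactive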
Target sequence (P32249 whole entry, looked up, the tested form may be a part): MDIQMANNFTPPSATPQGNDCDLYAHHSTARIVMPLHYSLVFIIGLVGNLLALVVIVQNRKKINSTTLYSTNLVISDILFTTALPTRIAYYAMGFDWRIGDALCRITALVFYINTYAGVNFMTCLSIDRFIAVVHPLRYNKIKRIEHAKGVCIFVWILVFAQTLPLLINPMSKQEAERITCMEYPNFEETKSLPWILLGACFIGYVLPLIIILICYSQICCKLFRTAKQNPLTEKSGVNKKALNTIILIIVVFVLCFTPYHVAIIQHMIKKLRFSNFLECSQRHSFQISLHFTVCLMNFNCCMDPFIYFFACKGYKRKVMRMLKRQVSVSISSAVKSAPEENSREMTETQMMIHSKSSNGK
697 NFkB inh: inhibitors of the PMA/ionomycin-induced NF-kB reporter in 697 B cells | 697 B-cell NF-kB luciferase reporter, 16 h | inhibition, % at 4 µM | hit rate 0.33% among 330,000; in the data active = inhibition above about 35%
CCR6 antag: CCR6 (human) receptor antagonism; P51684; CHO-K1 CCR6 PathHunter beta-arrestin, luminescence, CCL20-stimulated; inhibition, % at 20 µM; hit rate 0.49% among 340,000; AID 493098;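 active = compounds whose inhibition of the agonist-driven luminescence signal at 20 µM reaches about 50%, limit read from the data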;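 note: cells stimulated with CCL20 at 14 nM final; plate controls were DMSO with CCL20 for no effect and DMSO without agonist for full effect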
Target sequence (P51684 whole entry, looked up): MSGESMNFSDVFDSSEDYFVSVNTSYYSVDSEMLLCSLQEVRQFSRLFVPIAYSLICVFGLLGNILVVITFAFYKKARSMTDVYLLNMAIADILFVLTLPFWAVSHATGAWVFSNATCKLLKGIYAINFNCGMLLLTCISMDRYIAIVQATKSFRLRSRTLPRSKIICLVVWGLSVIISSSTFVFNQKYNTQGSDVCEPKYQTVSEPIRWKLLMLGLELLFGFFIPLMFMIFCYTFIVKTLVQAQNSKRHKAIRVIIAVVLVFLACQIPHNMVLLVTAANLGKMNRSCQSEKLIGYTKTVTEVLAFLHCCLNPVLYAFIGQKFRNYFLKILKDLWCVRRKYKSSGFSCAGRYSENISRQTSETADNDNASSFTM
CXCR6 inh: blocks human CXCR6 beta-arrestin recruitment; CHO-K1 PathHunter CXCR6 beta-arrestin, luminescence; inhibition, % at 20 µM; hit rate 0.36% among 360,000; in the data active = inhibition above about 34%, passing the limit was not always enough;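 note: antagonist mode with CXCL16 agonist at 10 nM final; 0% = 10 nM CXCL16 with DMSO and 100% = unstimulated wells without agonist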
Target sequence (O00574 whole entry, looked up): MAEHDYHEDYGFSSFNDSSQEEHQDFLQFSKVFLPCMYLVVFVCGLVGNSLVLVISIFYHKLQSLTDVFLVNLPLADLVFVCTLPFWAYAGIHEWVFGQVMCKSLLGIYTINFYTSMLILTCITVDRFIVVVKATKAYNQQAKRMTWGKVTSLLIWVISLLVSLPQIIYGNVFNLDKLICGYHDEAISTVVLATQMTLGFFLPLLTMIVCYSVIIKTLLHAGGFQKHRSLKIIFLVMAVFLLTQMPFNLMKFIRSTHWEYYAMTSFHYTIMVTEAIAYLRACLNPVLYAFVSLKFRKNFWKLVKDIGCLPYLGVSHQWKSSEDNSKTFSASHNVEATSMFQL
Gli-Sufu antag: Gli-Sufu pathway antagonism | hit rate 0.74% among 340,000 | inhibition, % at 5 µM | Sufu-KO-LIGHT fibroblasts, Gli luciferase reporter luminescence;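 active = inhibition above about 55%, limit read from the data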;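 note: 0% = DMSO-treated cells and 100% = wells with medium but no cells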
CHOP UPR activ: apoptotic UPR (CHOP) activation. AID 449763. activation, % at 10 µM. hit rate 0.34% among 330,000. CHO-CHOP luciferase reporter, luminescence; percent of tunicamycin response over DMSO baseline;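 active = at 10 µM dose, activation of 40% or more, normalized to positive control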;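 note: 100% = tunicamycin at 10 µg/mL and 0% = DMSO alone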
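Test system: CHO CHOP reporter cells. Input: 500 CHO-CHOP cells per well. Medium: F12 with 10% FBS. Technique: luciferase luminescence. Measure: percent activation relative to tunicamycin control. Dosing: 10 µM compound, 0.5% DMSO. Timing: 16-18 h cell attachment, then 6 h compound exposure, 37 °C.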
Jurkat NFkB inh: inhibitors of the PMA/ionomycin-induced NF-kB reporter in Jurkat cells | PMA/ionomycin-induced NF-kB luciferase reporter, luminescence | AID 435003 | hit rate 0.53% among 330,000 | inhibition, % at 4 µM; in the data active = inhibition above about 50%
Mdm2-MdmX inh: human Mdm2/MdmX binding inhibition | O15151+Q00987 | SaOS-2 split-luciferase Mdm2/MdmX complementation, luminescence | inhibition, % at 8 µM | hit rate 3% among 330,000 | AID 485346;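 active = inhibition of at least 50% at 8 µM in the primary screen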
XBP1 UPR activ: adaptive UPR (XBP1) activation | CHO-XBP1 luciferase reporter, IRE1-XBP1 UPR activation, luminescence; percent of tunicamycin response, DMSO as zero | activation, % at 20 µM | hit rate 0.33% among 330,000;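 active = versus positive control, 20 µM dose yields 30% or more activation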;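 note: 100% = tunicamycin at 10 µg/mL and 0% = DMSO only wells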
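assay system = CHO-XBP1 luciferase reporter cells | amount = 1000 cells/well | buffer or medium = F12 plus 10% FBS | compound dosing = single point, 20 µM final compound, 1% DMSO | incubation = 16-18 h cell attachment at 37 °C, then 6 h compound exposure | detection = Steady-Glo luminescence read | controls = tunicamycin 10 µg/mL and vehicle-only wells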
The depositor's hits bear a star; · = not tested or not shown. An unsorted share of the library; about 5% have a hit in one of these screens.

A first look:
SMILES	EBI2 block	697 NFkB inh	CCR6 antag	CXCR6 inh	Gli-Sufu antag	CHOP UPR activ	Jurkat NFkB inh	Mdm2-MdmX inh	XBP1 UPR activ
COc1ccc(S(=O)(=O)N2CC3CCCN3c3cc(C(F)(F)F)ccc32)cc1 (stereo not drawn)	3.5	-1.1	-6.5	-1.3	25.4	-0.1	-1.8	7.3	0.1
O=[N+]([O-])c1ccc(/C=N/N=C/c2ccc([N+](=O)[O-])o2)o1	-7.1	·	61.2*	37.1	48.6	·	·	·	·
CC(=O)c1sc(NC(=O)COc2ccc(C(C)C)c(C)c2)nc1C	11.4	5.6	3.4	3.3	-13.6	0.6	7.0	18.9	0.2
COc1ccc(S(=O)(=O)NCC2CCCN(C(=O)CN3CCCCC3)C2)cc1 (stereo not drawn)	3.7	-1.0	13.6	-7.4	3.0	-1.9	0.2	27.8	0.4
O=C(N1CCOCC1)N1CCN(S(=O)(=O)c2cccc([N+](=O)[O-])c2)CC1	-3.2	14.4	-0.5	-6.7	·	0.0	0.4	-20.2	2.1

This part in full, previewed entries included:
SMILES	EBI2 block	697 NFkB inh	CCR6 antag	CXCR6 inh	Gli-Sufu antag	CHOP UPR activ	Jurkat NFkB inh	Mdm2-MdmX inh	XBP1 UPR activ
COc1ccc(S(=O)(=O)N2CC3CCCN3c3cc(C(F)(F)F)ccc32)cc1 (stereo not drawn)	3.5	-1.1	-6.5	-1.3	25.4	-0.1	-1.8	7.3	0.1
O=[N+]([O-])c1ccc(/C=N/N=C/c2ccc([N+](=O)[O-])o2)o1	-7.1	·	61.2*	37.1	48.6	·	·	·	·
CC(=O)c1sc(NC(=O)COc2ccc(C(C)C)c(C)c2)nc1C	11.4	5.6	3.4	3.3	-13.6	0.6	7.0	18.9	0.2
COc1ccc(S(=O)(=O)NCC2CCCN(C(=O)CN3CCCCC3)C2)cc1 (stereo not drawn)	3.7	-1.0	13.6	-7.4	3.0	-1.9	0.2	27.8	0.4
O=C(N1CCOCC1)N1CCN(S(=O)(=O)c2cccc([N+](=O)[O-])c2)CC1	-3.2	14.4	-0.5	-6.7	·	0.0	0.4	-20.2	2.1
O=C(NC(=S)Nc1ccccc1O)c1cccnc1	5.8	8.5	59.5*	41.8*	81.5*	-0.9	-9.0	9.4	-0.6
COc1ccc(/C=N/Nc2cc(C)nc(N3CCOCC3)n2)cc1OC	-3.5	4.2	-0.3	2.1	-6.5	2.8	5.4	27.6	2.9
O=S(=O)(CCN1C=CC(C(F)(F)F)=NCC1)c1ccc(F)cc1	-7.6	9.1	12.3	3.8	2.0	2.3	1.2	0.9	-3.2
CCSc1nnc(NC(=O)COc2ccc(Cl)cc2)s1	-1.8	6.6	-1.7	3.2	-3.0	7.8	-8.9	1.0	3.6
O=C(Nc1nnc(CCN2CCCCC2)s1)c1cccc(Cl)c1	-1.4	-22.8	0.2	-2.1	6.2	-0.2	-14.7	5.0	-0.3
CCOC(=O)CCCNC(=O)CCNC(=O)c1ccc(OC)cc1	-19.3	-5.5	2.7	-0.3	-2.7	1.3	7.1	8.9	0.6
Fc1ccc2cnc(-c3ccccc3)c(-c3cccc(C(F)(F)F)c3)c2c1	-11.2	7.1	30.7	4.3	5.4	3.4	-21.4	-6.6	-0.9
CC(=O)c1cccc(CN2CCC(C(=O)Nc3cccc(-c4ccn[nH]4)c3)CC2)c1	1.8	-1.3	5.4	-3.1	4.5	2.7	-16.0	-23.7	-2.1
COc1ccc(C2(c3ccc(OC)cc3)NC(=O)N(CC(=O)Nc3ccc(C(=O)N(C)C)cc3)C2=O)cc1	-0.6	4.8	-3.4	-3.1	-15.1	0.6	-3.7	19.4	-7.3
Cc1ccc(NC(=O)CCNC(=O)c2ccc([N+](=O)[O-])cc2)cc1S(=O)(=O)N1CCOCC1	-4.6	10.7	2.2	-11.4	·	-1.6	7.4	14.5	-2.9
CCCCCCCCCCCCN1[C@@H](CC(C)=O)c2cc(F)cc(F)c2S1(=O)=O	9.5	-2.0	10.0	-5.0	35.4	0.1	1.3	-14.3	-2.4
CCCCN(CC)S(=O)(=O)c1ccc(C(=O)Nc2nnc(COC)o2)cc1	8.9	3.1	7.0	3.1	-0.1	-1.5	13.2	33.7	-0.1
CSc1cccc(N2CC(C(=O)Nc3ccccc3N3CCCC3)CC2=O)c1 (stereo not drawn)	3.9	-7.7	21.1	2.7	4.3	1.2	5.4	14.7	-1.7
Cc1cccc(NC(=O)CSCC(=O)Nc2sccc2C#N)c1	-13.5	-26.3	4.5	-2.9	-3.8	-1.1	-6.9	16.0	0.2
CCCc1cc(C(=O)Nc2sc(C)c(CC)c2C#N)no1	4.7	-4.5	28.7	12.0	-8.2	1.3	13.3	-1.5	5.6
Cc1ccc(NC(=O)CCn2nnc3ccccc32)cc1	9.2	-18.7	5.0	-2.1	-47.2	3.7	-40.6	-38.6	0.7
O=C(CCN1C(=O)C2C3C=CC(C3)C2C1=O)Nc1ccc(F)cc1 (stereo not drawn)	-1.2	-12.8	4.7	-6.5	4.8	-5.0	-6.0	-19.5	-0.6
CN1C(=O)/C(=C2\SC(=S)N(CCCCCC(=O)O)C2=O)c2ccccc21	-16.2	13.7	9.3	-19.6	4.8	0.9	6.1	22.6	0.0
O=c1ccc2cc(O)c(O)cc2o1	-1.6	-31.2	9.0	-9.6	3.2	-1.2	6.0	2.6	-2.3
Cc1ccc2oc(=O)n(CC(=O)c3ccc(F)cc3)c2c1	1.3	0.2	1.4	-7.4	-4.3	-0.5	2.6	0.3	-1.2
O=C(NC1CC1)C1CC(=O)N(c2ccc(F)cc2)C1 (stereo not drawn)	-4.1	-17.5	-3.6	-4.4	36.2	0.7	10.8	-11.7	-3.2
O=C(COc1ccc(S(=O)(=O)N2CCOCC2)cc1)NCCCn1ccnc1	-6.3	7.8	-0.8	6.6	-14.5	3.8	11.0	-2.4	-2.6
COc1ccc(CCNC(=O)c2cc(-c3ccccc3OC)on2)cc1OC	1.1	25.4	9.4	-2.6	-3.4	-1.7	-2.7	10.3	-1.6
CN1C(=O)/C(=C2/C=CC=CN2C)OC1=S	-8.1	14.6	2.4	-0.7	-1.2	-0.7	-2.7	-14.8	-1.5
CS(=O)(=O)N(CC(=O)NCc1ccco1)c1cc(C(F)(F)F)ccc1Cl	2.8	-6.6	-16.4	-5.0	-5.7	-1.0	-4.0	15.3	0.4

Two entries from above in a different format:
canonical_smiles | EBI2 block | 697 NFkB inh | CCR6 antag | CXCR6 inh | Gli-Sufu antag | CHOP UPR activ | Jurkat NFkB inh | Mdm2-MdmX inh | XBP1 UPR activ
Cc1cccc(NC(=O)CSCC(=O)Nc2sccc2C#N)c1 | -13.5 | -26.3 | 4.5 | -2.9 | -3.8 | -1.1 | -6.9 | 16.0 | 0.2
CCCc1cc(C(=O)Nc2sc(C)c(CC)c2C#N)no1 | 4.7 | -4.5 | 28.7 | 12.0 | -8.2 | 1.3 | 13.3 | -1.5 | 5.6

Next section.
SMILES	EBI2 block	697 NFkB inh	CCR6 antag	CXCR6 inh	Gli-Sufu antag	CHOP UPR activ	Jurkat NFkB inh	Mdm2-MdmX inh	XBP1 UPR activ
CCc1cc(C(=O)N2CCCC(CCC(=O)NCc3cccc(OC)c3)C2)no1 (stereo not drawn)	-2.9	-11.5	2.1	2.8	-4.3	-2.1	-2.6	12.7	-3.9
CCN(CC)S(=O)(=O)c1ccc(C(=O)OCn2nnc3ccccc3c2=O)cc1	-13.2	1.9	1.3	-5.0	-6.1	-1.9	-6.7	18.5	-3.9
COc1ccc(N2C(=O)CC2(/C=C/c2ccccc2OC)C(=O)NC2CCCC2)cc1 (stereo not drawn)	7.7	6.8	14.5	3.3	1.9	0.0	5.5	8.0	1.1
O=C1CCC(=O)N1CN(C(=O)c1ccco1)c1ccccc1	-6.2	-9.0	-11.5	-0.5	-5.3	1.1	2.7	8.2	-1.1
O=C(Nc1nccs1)c1ccc(-c2cccc([N+](=O)[O-])c2)o1	11.7	-55.2	18.1	-1.8	-51.9	5.7	-28.7	-50.6	-1.7
Cc1ccc(C)c(Cn2nnc3c(=O)[nH]c(C4CCCN(C(=O)CC(C)C)C4)nc32)c1 (stereo not drawn)	16.0	-21.9	-11.5	8.1	2.1	1.5	1.4	0.5	0.4
CC(C)(C)OC(=O)N(Cc1ccccc1)Cc1ccc(OCc2cccc(NC(=O)C3CC3)c2)cc1	20.9	·	8.6	1.4	0.4	·	·	·	·
Cc1ccc(C(=O)/C=C\NCc2ccccc2)cc1	1.8	-60.9	10.2	3.6	-2.3	6.4	-47.4	28.5	3.9
O=C(CSc1cc([N+](=O)[O-])cc(S(=O)(=O)Cc2ccccc2)c1)NC1CC1	-15.8	11.2	-3.6	-18.4	-0.6	0.4	-3.1	5.8	-1.9
COc1ccc(OCCCC(=O)N(C)CC(=O)Nc2ccccc2Cl)cc1	4.7	-2.7	12.1	-0.3	-3.4	2.3	12.8	14.2	-5.1
Cc1ccc2ccccc2c1Cn1c(-n2ccnc2)nc2c1c(=O)n(C)c(=O)n2C	9.8	-28.1	8.4	1.8	9.9	-0.1	-4.7	5.6	-0.5
C=C(C)C(=O)Oc1ccc(N2C(=O)CCC2=O)cc1	-8.3	12.4	-6.8	2.9	10.5	-0.7	-1.7	-14.3	-1.6
O=C(Cc1cccs1)N1CCN(S(=O)(=O)c2ccc(F)cc2)CC1	-3.4	-6.3	-3.3	-1.9	-2.5	-2.6	5.6	-2.1	-1.2
O=C(CCN1CCCCC1)NCC1OCCc2ccccc21 (stereo not drawn)	-6.8	8.2	-4.9	-0.8	3.8	0.0	-7.1	0.0	2.6
Cc1cc(C)n(CC(=O)NNC(=O)CCCOc2ccc(Cl)c(C)c2)n1	15.0	-0.9	2.3	-0.3	-5.2	2.7	2.2	18.7	0.4
c1csc(-c2nn3c(Cn4cnc5ccccc54)nnc3s2)c1	1.1	-13.9	10.7	-6.8	-0.6	-0.3	-8.7	11.7	-3.1
Cc1ccc(S(=O)(=O)NC2CC(C)(C)NC(C)(C)C2)c(C)c1C	-8.2	-8.6	18.3	4.9	10.1	2.7	4.2	0.9	1.4
Cc1ccc[n+](CC(=O)Nc2cccc([N+](=O)[O-])c2)c1	-1.5	9.1	-7.4	-10.3	-5.5	0.6	7.3	-36.4	-0.1
O=c1c2cc(Br)ccc2nc(-c2cccc(Cl)c2)n1O	-15.0	5.9	-15.8	0.8	-12.0	-1.0	-9.7	40.4	0.8
COc1ccc(N(C(C)=O)c2nc3ccccc3[nH]2)cc1	0.3	-8.0	9.3	-4.7	·	1.6	-12.4	19.9	-3.8
COc1ccc(NC(=O)CN(C)C(=O)CCSc2ccc(F)cc2)cc1	-3.7	-7.9	6.1	-4.9	-2.1	-2.1	9.7	2.4	-3.2
O=C(NCCCN1CCOCC1)C1CCN(S(=O)(=O)c2cccc(Cl)c2Cl)CC1	-7.4	-37.7	6.9	-4.3	7.0	-1.0	-17.5	8.7	-1.6
O=C(Nc1ccc(-c2ccccc2)cc1)c1ccc2c(c1)S(=O)(=O)c1ccccc1C2=O	-4.1	-18.1	7.5	-12.8	10.1	-1.2	18.4	43.0	-3.0
O=c1c2ccccc2sc2c(CO)ccc(NCCN3CCCCC3)c12	9.4	·	31.4	3.4	52.5	·	·	·	·
COCCNC(=S)N1CCC(NC(=O)c2ccco2)CC1	0.4	13.2	-7.2	-7.8	8.7	0.0	1.1	4.6	-2.4
COc1cccc(Oc2ccc(N)cc2)c1	-8.2	-22.3	12.0	0.1	-23.1	2.1	0.8	-11.9	0.2
